Screening results from PubChem BioAssay.
CHO-K1 Ca antag: counter-screen for M1 antagonists: effect in parental CHO-K1 cells; ATP-induced calcium, Fluo-8 fluorescence; inhibition, % at 3 µM; actives 0.6% (n = 360,000); AID 602250;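 active means inhibition above a per-plate cutoff, the plate's mean sample inhibition plus 3 SD, cut at about 24% in these data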;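 further: 0% = DMSO plus EC80 ATP and 100% = DMSO alone without ATP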
M1 antag: human M1 muscarinic receptor antagonists, primary screen, CHO-K1 cells, Fluo-8 calcium fluorescence, 1536-well. CHO-K1 hM1, ACh EC80 antagonist. inhibition, % at 3 µM. actives 1.3% (n = 360,000);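 active means percent inhibition above its own plate's cutoff, namely the mean of that plate's compound wells plus 3 SD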;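 further: peak over basal fluorescence ratio during 140 s after agonist addition; 0% = ACh EC80 plus DMSO and 100% = DMSO alone without agonist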
Target sequence (P11229 whole entry, looked up): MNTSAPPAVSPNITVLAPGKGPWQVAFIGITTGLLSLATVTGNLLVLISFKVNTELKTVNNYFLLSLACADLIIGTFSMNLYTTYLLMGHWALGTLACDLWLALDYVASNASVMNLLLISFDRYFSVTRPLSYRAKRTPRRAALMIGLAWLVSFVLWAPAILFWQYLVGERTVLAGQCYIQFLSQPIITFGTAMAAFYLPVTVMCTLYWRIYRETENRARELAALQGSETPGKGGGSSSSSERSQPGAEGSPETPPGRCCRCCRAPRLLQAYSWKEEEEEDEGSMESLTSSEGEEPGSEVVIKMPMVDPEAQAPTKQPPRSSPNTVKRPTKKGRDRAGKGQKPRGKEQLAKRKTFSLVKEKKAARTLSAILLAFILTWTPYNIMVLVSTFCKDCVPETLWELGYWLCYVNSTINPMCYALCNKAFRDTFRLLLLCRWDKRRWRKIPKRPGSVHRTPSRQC
TAAR1 ag: human TAAR1 agonists, primary screen, Fluo-8 calcium fluorescence, CHO RD-HGA16 cells; vehicle wells 0%, saturating PEA agonist 100%; activation, % at 3 µM; actives 0.99% (n = 360,000); AID 624467, 2012;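 active means activation above the mean activation of all test compounds in the run plus 3 SD, cut at about 38% in these data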
Target sequence (Q96RJ0 whole entry, looked up): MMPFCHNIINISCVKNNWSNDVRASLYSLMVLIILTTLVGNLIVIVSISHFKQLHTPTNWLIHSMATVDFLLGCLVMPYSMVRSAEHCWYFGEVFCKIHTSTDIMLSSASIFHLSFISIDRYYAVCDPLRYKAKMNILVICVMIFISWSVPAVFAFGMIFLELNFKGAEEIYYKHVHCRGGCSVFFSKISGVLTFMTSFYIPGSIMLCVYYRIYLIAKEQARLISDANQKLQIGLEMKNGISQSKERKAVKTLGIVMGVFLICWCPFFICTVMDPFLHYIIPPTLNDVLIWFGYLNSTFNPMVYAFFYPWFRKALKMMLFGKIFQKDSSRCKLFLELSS
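Test system: RD-HGA16 (CHO) cells co-expressing Gα16 and hTAAR1 / Benchmarks: DMSO vehicle as 0%, PEA at EC100 as 100% / Repeats: no replicates (n 1) / Measure: % activation from peak over basal fluorescence ratio, DMSO-to-PEA scaled / Timing: 17-24 h plating, Fluo-8 75 min 37 °C, 30 min RT / Technique: kinetic Fluo-8 calcium fluorescence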
CHO parental Ca: ATP-evoked calcium signal inhibitors, parental CHO, primary screen, counter-screen for OX1R antagonist project, cell-based, fluorescence, Fluo-8 calcium dye; parental CHO-K1, ATP-induced calcium, Fluo-8 fluorescence; inhibition, % at 5.6 µM; actives 0.63% (n = 330,000);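 active means inhibition above that plate's mean sample inhibition plus 3 SD, cut at about 26% in these data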;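 further: 0% = ATP-challenged DMSO wells and 100% = DMSO wells without ATP; some compounds past the cut are filed as inactive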
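Test system: untransfected parental CHO cell line; also added: ATP stimulus; dosing: 5.6 µM, single dose; signal: calcium-sensitive Fluo-8 fluorescence; measure: percent inhibition of ATP-evoked calcium rise, normalized to controls; benchmarks: low control ATP plus DMSO, high control DMSO only; replication: one well per compound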
TAAR1 antag: human TAAR1 antagonists, primary screen, Fluo-8 calcium fluorescence, CHO RD-HGA16 cells; inhibition, % at 3 µM; actives 1.5% (n = 360,000); antagonist;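 active means inhibition above a per-plate cutoff, the mean inhibition of test compounds on that plate plus 3 SD, cut at about 49% in these data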;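 further: 0% = DMSO plus EC80 beta-PEA response and 100% = DMSO alone without agonist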
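Test system – hTAAR1-expressing CHO RD-HGA16 cells, Gα16-coupled · Reagent – β-PEA at EC80 concentration, post-compound challenge · Compound dosing – 3 µM, single point · Timing – 140 s kinetic read after compound, 140 s after agonist · Detection – Fluo-8 intracellular calcium dye fluorescence, real-time kinetic reads · Control set – DMSO and EC80 PEA controls · Repeats – n of 1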
CHRM1 agonist: human M1 muscarinic receptor agonists, primary screen, Fluo-8 calcium fluorescence, CHO-K1 cells, HTS. actives 0.33% (n = 360,000). CHO-K1 hM1, agonist mode; 0% DMSO, 100% acetylcholine EC100. activation, % at 3 µM;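 active means activation above the run's mean compound activation plus 3 SD, cut at about 16% in these data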;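 further: peak over basal fluorescence ratio within a 140 s kinetic read after compound addition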
M1 ag parental: counter-screen for M1 agonists: effect in parental CHO-K1 cells. activation, % at 3 µM. AID 602248, 2012. Fluo-8 calcium fluorescence; scaled to maximal ATP response, vehicle zero. actives 0.48% (n = 360,000); in the data active means activation above about 15%;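 further: untransfected CHO-K1 host cells lacking M1 receptor as counterscreen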
M1 PAM parental: nonselective calcium activators in parental CHO-K1 cells, primary screen, counter-screen for M1 PAM project, cell-based, Fluo-8 calcium fluorescence, full deck, 1536-well; ATP EC20; 0% at ATP EC20, 100% at ATP max; activation, % at 3 µM; actives 0.02% (n = 360,000);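 active means activation above the run cutoff, the mean activation of all test compounds plus 3 SD, cut at about 40% in these data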;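 further: peak over basal fluorescence ratio in a 140 s read after ATP addition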
M1 PAM: human M1 muscarinic receptor positive allosteric modulators, primary screen, CHO-K1 cells, Fluo-8 calcium fluorescence, 1536-well; Muscarinic acetylcholine receptor M1 (Homo sapiens), P11229; activation, % at 3 µM; actives 0.088% (n = 360,000); CHO-K1 hM1, ACh EC20; 0% = ACh EC20, 100% = maximal ACh; in the data active means activation above about 19%, passing the limit was not always enough
* marks the source's active call; other numbers are inactive results; x = not tested or not shown.

SMILES	CHO-K1 Ca antag	M1 antag	TAAR1 ag	CHO parental Ca	TAAR1 antag	CHRM1 agonist	M1 ag parental	M1 PAM parental	M1 PAM
CCC(C)c1ccc(S(=O)(=O)N2CCN3CCCC3C2)cc1 (stereo not given)	7	-1	11	-4	-8	-6	0.0	-10	3
NC(=O)c1ccccc1OCC(=O)NC12CC3CC(CC(C3)C1)C2	-17	-9	4	-12	16	-3	2.9	11	4
O=C1NC(=O)C(=Cc2ccc(Cl)cc2Cl)S1	-9	-2	1	x	-2	3	2.9	2	-4
CC(=O)NC1CCCc2c1cnn2-c1ccc(C(C)(C)C)cc1 (stereo not given)	-2	-11	4	3	-13	-1	4.2	18	3
COc1ccc(C(=O)COC(=O)CNC(=O)c2cccs2)cc1Br	4	-10	0	-2	6	-3	0.1	1	8
Cc1cc(C)c(C(=O)N2CCCC(CNS(=O)(=O)c3cccs3)C2)o1 (stereo not given)	-13	-14	0	-21	-18	-4	2.1	1	5
COc1ccc(NC(=O)CN2C(=O)CSc3ccc(S(=O)(=O)N4CCC(C)CC4)cc32)cc1	-13	-5	1	-25	-22	-5	-0.8	3	5
COc1ccc(C(=O)N/C(=C/c2cccs2)C(=O)NCCCn2ccnc2)cc1OC	-10	-6	13	-5	-5	-7	0.1	10	8
Cn1cccc1C(=O)NC(=O)COC(=O)c1ccccc1O	4	-1	19	-5	4	-3	0.9	5	3
COc1ccc(OC)c(NC(=O)c2ccc3c(c2)C(=O)N(c2ccc(OC(C)=O)cc2)C3=O)c1	-9	-5	-2	-5	0	-2	2.5	19	4

Brought forward from above: 3 entries; new compounds follow.
SMILES	CHO-K1 Ca antag	M1 antag	TAAR1 ag	CHO parental Ca	TAAR1 antag	CHRM1 agonist	M1 ag parental	M1 PAM parental	M1 PAM
COc1ccc(C(=O)N/C(=C/c2cccs2)C(=O)NCCCn2ccnc2)cc1OC	-10	-6	13	-5	-5	-7	0.1	10	8
Cn1cccc1C(=O)NC(=O)COC(=O)c1ccccc1O	4	-1	19	-5	4	-3	0.9	5	3
COc1ccc(OC)c(NC(=O)c2ccc3c(c2)C(=O)N(c2ccc(OC(C)=O)cc2)C3=O)c1	-9	-5	-2	-5	0	-2	2.5	19	4
O=C(Nc1sc2c(c1C(=O)NCc1cccnc1)CCCC2)c1ccco1	-1	-5	10	-19	-2	-4	1.3	15	0
Cc1ccc2cc(CN(c3ccc(C)c(C)c3)S(C)(=O)=O)c(=O)[nH]c2c1	8	-7	6	-18	2	-8	0.9	13	11
COCCCNC(=S)Nc1cc(C)c(C)cc1C	-11	62*	0	-3	-13	-8	1.1	26	-23
Cc1ccc(/C=C/c2ccc(N(C)C)cc2)[n+](C)c1	-15	3	1	15	11	-5	0.7	3	-3
CCc1ccc(N2CC(C(=O)N/N=C/c3cc([N+](=O)[O-])ccc3O)CC2=O)cc1 (stereo not given)	-21	-7	13	-4	3	-8	0.7	30	7
Cc1cc(OCc2cc(C(=O)NCCN3CCCCC3CO)no2)cc(C)c1Cl (stereo not given)	3	22	10	-6	-11	-6	4.0	-16	-12
CC(C)(C)NC(=O)C(c1ccc(-c2ccccc2)cc1)N(C[C@H]1CC[C@@H]([C@@H]2CC[C@H](CO)O2)O1)C(=O)c1ccc(C(C)(C)C)cc1 (stereo not given in full)	-11	-6	1	-5	-12	-3	-0.4	6	1
O=C(/C=C/c1ccccc1Cl)Nc1ccc(S(=O)(=O)Nc2ncccn2)cc1	-7	-1	12	1	-10	-4	-0.1	-10	1
CCOc1ccc(C2CC(c3ccccc3)Nc3nc(N)nn32)cc1 (stereo not given)	-5	-6	5	3	-13	-3	0.1	11	5
CCOc1ccc(N2C(=O)c3cccnc3C2Nc2ccc(OC)cc2)cc1 (stereo not given)	2	3	-2	-13	-7	-3	0.3	-4	-1
CCc1ccc(NC2=NCC(c3ccccc3)S2)cc1 (stereo not given)	9	4	3	9	15	-3	4.6	-1	-5
O=C1CCc2cc(S(=O)(=O)Nc3ccccc3Cl)ccc2N1	-10	-5	-1	-8	-3	-2	0.7	-5	5
Cc1nc(C(C)(C)O)n(-c2ccccc2)n1	2	-20	2	2	11	-2	0.2	8	0
O=C(O)/C=C/C(=O)NCCc1cccc(Cl)c1	-11	-5	69*	-8	76*	1	0.0	13	7
Cc1ccc(C(=O)C2=C(O)C(=O)N(Cc3cccnc3)C2c2ccc(N(C)C)cc2)o1 (stereo not given)	-6	6	4	-15	-25	-11	0.5	-11	-8
CCn1c(CNC(=O)c2ccccc2F)nnc1SCC(=O)NC1CCCCC1	-2	-5	-1	-6	-3	-5	0.0	18	14
COC(=O)c1ccc(COc2ccccc2/C=N/NS(=O)(=O)c2ccccc2)cc1	-4	2	2	-4	15	-6	0.3	15	-1
Cc1ccc(C(=O)Nc2cccc(C(=O)NC3CCCC3)c2)cc1	-6	-13	0	-15	4	-3	1.6	8	12
CC(C)(C)C(=O)Nc1ccccc1C(=O)NCc1ccco1	-4	-2	-4	-13	5	-3	-0.2	2	3
CC1Cc2ccccc2N1C(=O)Cn1c(=O)cc(O)c2ccccc21 (stereo not given)	0	8	9	-17	11	1	1.0	1	-8

A different layout for 4 compounds above.
Order of results: CHO-K1 Ca antag, M1 antag, TAAR1 ag, CHO parental Ca, TAAR1 antag, CHRM1 agonist, M1 ag parental, M1 PAM parental, M1 PAM
> Cc1nc(C(C)(C)O)n(-c2ccccc2)n1
    2, -20, 2, 2, 11, -2, 0.2, 8, 0
> O=C(O)/C=C/C(=O)NCCc1cccc(Cl)c1
    -11, -5, 69*, -8, 76*, 1, 0.0, 13, 7
> Cc1ccc(C(=O)C2=C(O)C(=O)N(Cc3cccnc3)C2c2ccc(N(C)C)cc2)o1 (stereo not given)
    -6, 6, 4, -15, -25, -11, 0.5, -11, -8
> CCn1c(CNC(=O)c2ccccc2F)nnc1SCC(=O)NC1CCCCC1
    -2, -5, -1, -6, -3, -5, 0.0, 18, 14

(further entries)
SMILES	CHO-K1 Ca antag	M1 antag	TAAR1 ag	CHO parental Ca	TAAR1 antag	CHRM1 agonist	M1 ag parental	M1 PAM parental	M1 PAM
O=C(NC(=S)Nc1ccc(S(=O)(=O)Nc2ncccn2)cc1)c1ccc(Br)cc1	15	6	3	-17	4	-5	1.3	-15	-3
CC1CN(S(=O)(=O)c2ccc(C(=O)O)cc2)CC(C)O1 (stereo not given)	-12	-23	0	-1	-20	-3	0.4	19	15
Cc1ccc(NC(=O)COC(=O)C2C3CC4OC(=O)C2C4C3)cc1Cl (stereo not given)	-15	0	8	2	4	-2	0.5	26	8
COc1cc([N+](=O)[O-])cc2cc(C(=O)NC(C)(C)C)c(=O)oc12	-10	2	1	-10	-3	-6	0.8	18	-1
Cc1ccccc1NC(=O)c1cc([N+](=O)[O-])ccc1NCCN1C(=O)CCC1=O	-4	-4	4	-21	6	-4	-0.2	2	3
Cc1ccc(C(=O)OCc2nnc(-c3ccccc3)o2)o1	-3	3	8	-6	-8	-3	0.4	-1	3
CC(=O)N/C(=C\c1ccccc1)C(=O)OC(C)C(=O)N(C)c1ccccc1 (stereo not given)	-4	-9	1	-3	-7	-4	1.7	27	6
Cc1nn(-c2ccccc2)c(Cl)c1C(=O)NC1CCCCC1	-2	-10	1	-10	5	-6	-0.6	5	9
O=C(c1ccc(Cl)cc1)N(Cc1ccccc1F)N1C(=O)CCCC1=O	-6	-14	0	-4	-15	-2	0.3	15	12
O=C(O)c1ccc(-c2nc(-c3cccc(C(F)(F)F)c3)cs2)cc1	-10	-3	1	x	-10	-7	0.4	26	3
O=S(=O)(c1cccc(-c2nnc3n2CCCCC3)c1)N1CCOCC1	-19	-4	7	8	-42	-4	0.8	9	3
Cc1ccc(/C=C(/NC(=O)c2ccccc2)C(=O)NCCc2c[nH]c3ccccc23)o1	5	7	17	-16	58*	-3	3.0	6	-1
O=C(N1CCCCC1)C12CC3CC(C1)CC(C(=O)N1CCCCC1)(C3)C2	-3	-53	17	-16	1	-4	-0.1	10	8
COc1ccc(NC(=S)N2CCCN(Cc3cc(C)ccc3C)C2)cc1	-6	-15	0	-23	-15	-2	1.8	12	6
Cc1ccc2nc(N3C(=O)C(O)=C(C(=O)c4ccc(C)o4)C3c3ccco3)sc2c1 (stereo not given)	-13	-12	0	-6	-13	-1	0.4	8	16
CCOC(=O)N1CCC(N2Cc3cccc(C(=O)NCC4CCN(CC(C)C)C4)c3C2=O)CC1 (stereo not given)	0	12	1	-24	-14	-13	0.0	1	-14
Cc1ccc(S(=O)(=O)N(C)C)cc1NC(=O)c1c(-c2c(F)cccc2Cl)noc1C	-12	-6	1	-29	9	-4	1.3	5	3
CN(C)C(=O)CSC1c2ccccc2C(=O)N1c1ccccc1 (stereo not given)	-12	-19	6	-11	-22	3	-0.5	12	19
CCS(=O)(=O)/N=C(\N)c1ccccc1	-27	-4	3	-5	9	2	0.8	16	6
CSc1ncccc1C(=O)OCC(=O)NC1CCCc2ccccc21 (stereo not given)	-17	-23	3	-18	7	-5	-0.7	20	8
O=C(Nc1cccc(Cl)c1)c1nc[nH]c1C(=O)NCCN(CCNC(=O)c1[nH]cnc1C(=O)Nc1cccc(Cl)c1)CCNC(=O)c1[nH]cnc1C(=O)Nc1cccc(Cl)c1	-19	-10	0	16	4	-5	0.4	24	5
